# Assay outcomes from PubChem BioAssay.
# Chronic BCR inh – qHTS Assay to Find Inhibitors of Chronic Active B-Cell Receptor Signaling; ABC-DLBCL IkBa-CBG/CBR reporter, luminescence ratio, 4 h; Potency, µM (titrated, usually from 46.1 µM), without a hit: at the top dose ratio change, negative = lower green/red ratio, usual class: inhibitors; hit rate 0.05% among 340,000; AID 493014, 2011; active = well fitted inhibition curve with a large enough effect in the signal ratio, with a control signal flat, not every such curve was filed as active; inconclusive = small, poorly fitted or top-dose-only effect, or effect the other way, or a change in a side signal; the % refers to the signal ratio;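 note: potency is the fitted concentration of half-maximal effect; plate controls were basal doxycycline-induced cells for no effect and cells given 10 µM MG132 for full effect; MG132 reads +100%, hits lower the ratio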
#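 Compounds up to 46 uM were incubated four hours with TMD8 cells whose green CBG68 luciferase is fused to IkappaBalpha; red CBR luminescence normalised the signal, and concentration-effect curves were fitted to fusion, red and ratio data.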
# GALK inhibitor – qHTS Assay for Inhibitors of Human Galactokinase (GALK); Potency, µM (series often up to 57.5 µM), inactives show at the highest dose activity change, negative = inhibition, hits mostly inhibitors; P51570; Purified GALK, Kinase-Glo residual ATP luminescence; hit rate 0.007% among 270,000; AID 1868, 2009; note: potency is the fitted concentration of half-maximal effect; % is set by controls: 0 for no effect and ±100 for the full control effect
#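 5 nM enzyme, 35 uM ATP, 100 uM galactose, 20 mM HEPES pH8.0, 5 mM MgCl2; 1 h RT; residual ATP by Kinase-Glo Plus luminescence, qHTS format.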
# Menin MLL FP TR – qHTS Assay for Inhibitors Targeting the Menin-MLL Interaction in MLL Related Leukemias: Competition With Texas Red Labeled MLL-derived Mutant Peptide; hit rate 0.23% among 270,000; Potency, µM (top dose mostly 61.6 µM), inactives show top-dose FP activity change, negative = inhibition, hits mostly inhibitors; AID 1768, 2009; Menin + Texas Red MLL mutant peptide, fluorescence polarization; O00255; active = well fitted inhibition curve with a large enough effect in the polarisation, with a control signal flat, not every such curve was filed as active; inconclusive = small, poorly fitted or top-dose-only effect, or effect the other way, or a change in a side signal; inactive = no such curve, though single readings can be large or run the other way; the % refers to the polarisation; note: potency is the fitted concentration of half-maximal effect; % of control where 0% means no effect; many of its hits are not listed in these tables
# MBNL1-CUG inh – qHTS Assay for Inhibitors of MBNL1-poly(CUG) RNA binding; Muscleblind-like protein 1 (Homo sapiens), Q9NR56; TR-FRET MBNL1-His/biotin-(CUG)12 binding, 665/545 ratio; Potency, µM (top dose mostly 57.5 µM), inactives show top-dose activity change, negative = inhibition, hits mostly inhibitors; hit rate 0.036% among 280,000; active = well fitted inhibition curve with a large enough effect in the signal ratio, with a control signal flat, not every such curve was filed as active; inconclusive = small, poorly fitted or top-dose-only effect, or effect the other way, or a change in a side signal; inactive = no such curve, though single readings can be large or run the other way; the % refers to the signal ratio; note: potency is the fitted concentration of half-maximal effect; % is set by controls: 0 for no effect and ±100 for the full control effect
# Target sequence (Q9NR56 whole entry, looked up): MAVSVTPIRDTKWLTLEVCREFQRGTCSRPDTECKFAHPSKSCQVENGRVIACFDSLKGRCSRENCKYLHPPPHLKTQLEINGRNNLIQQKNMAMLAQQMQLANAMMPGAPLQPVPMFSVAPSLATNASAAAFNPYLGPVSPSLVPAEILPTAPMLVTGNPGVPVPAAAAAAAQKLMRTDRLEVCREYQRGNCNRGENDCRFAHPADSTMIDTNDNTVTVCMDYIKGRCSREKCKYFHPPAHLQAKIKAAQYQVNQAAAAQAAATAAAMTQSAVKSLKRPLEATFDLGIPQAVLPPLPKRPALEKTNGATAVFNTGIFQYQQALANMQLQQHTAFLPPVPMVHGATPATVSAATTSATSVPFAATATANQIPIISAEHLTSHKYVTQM
#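 His-tagged MBNL1 binding to biotinylated (CUG)12 RNA was measured by TR-FRET using terbium anti-His antibody (0.055 ng/ul final) and streptavidin-XL665 (5 nM final). Compounds were titrated 92 nM to 58 uM; 60 min at room temperature.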
# hERG WT inh – qHTS for Inhibitors of KCHN2 3.1: Wildtype qHTS. U2OS, BacMam KCNH2, thallium flux FluxOr; active compounds read low. hit rate 0.37% among 340,000. activity change, % at 1.84 µM. Voltage-gated inwardly rectifying potassium channel KCNH2 (Homo sapiens), Q12809;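 active = maximum activity change below -70%; inconclusive = maximum activity change between -70% and -50%; inactive = maximum activity change above -50%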; note: % is set by controls: 0 for no effect and ±100 for the full control effect
#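 U2OS cells were transduced with wild-type KCNH2 virus (2.03 x 10^8 / mL) for 4 h at room temperature, then cultured overnight at 37 C. Thallium flux was read with FluxOr dye. Rate constants were normalized to DMSO controls.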
# S-ASM inh – Inhibitors of Secretory Acid Sphingomyelinase (S-ASM): qHTS; Potency, µM (highest dose often 57.5 µM), without a hit: at the highest dose activity change, negative = inhibition, actives largely listed as inhibitors; placental ASM, HMU-PC fluorogenic substrate, 60 min; AID 504937, 2011; hit rate 0.006% among 340,000; Sphingomyelin phosphodiesterase (Homo sapiens), P17405; note: potency is the fitted concentration of half-maximal effect
#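 Human placenta-derived ASM enzyme was preincubated with compound for 10 minutes at room temperature, then given fluorogenic substrate HMU-PC0 (9 uM final) for 60 minutes at 37 °C; a pH 10 stop preceded fluorescence reading at Ex 386/Em 447 nm.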
# TSHR antagonist – Antagonists of the Thyroid Stimulating Hormone Receptor: HTS campaign. activity change, negative = inhibition, % at 11.5 µM. TSHR-expressing cells, TSH-stimulated cAMP HTRF, 2 h; active compounds read low. Thyrotropin receptor (Homo sapiens), P16473. hit rate 0.2% among 330,000;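 active = activity change below a set negative limit, meaning inhibition stronger than a set level, cut at about -70% in these data; inconclusive = activity change between two set negative limits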; note: % is set by controls: 0 for no effect and ±100 for the full control effect
#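 Antagonism was scored as loss of TSH-driven cAMP in TSHR cells, stimulated with 4nM TSH (EC80) for 2 hours at 37 deg C and detected by homogeneous HTRF competition immunoassay.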
# Eya2 phos inh – qHTS Assay for Inhibitors of the Phosphatase Activity of Eya2; recombinant Eya2, OMFP fluorescence dephosphorylation (OMFP is methylfluorescein phosphate); AID 488837, 2010; hit rate 0.006% among 330,000; Potency, µM (titrated, usually from 76.9 µM), inactives show at the top dose activity, negative = inhibition, actives largely listed as inhibitors; note: potency is the fitted concentration of half-maximal effect; % is set by controls: 0 for no effect and ±100 for the full control effect
#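 Eya2 (0.2 uM) preincubated 10 min at ambient with compound, then OMFP substrate added at 50 uM; 10 min reaction in 50 mM HEPES pH 7.5, 50 mM NaCl, 5 uM MgCl2, 0.05% BSA, 1 mM DTT. Fluorescence read at Ex 485/Em 525 nm.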
# USP2a inh – qHTS Assay for Inhibitors of Ubiquitin-specific Protease USP2a Using CHOP2 as the Reporter; AID 463254, 2010; Potency, µM (highest dose often 38.3 µM), for inactives: top-dose activity change, negative = inhibition, usual class: inhibitors; USP2 core, Ub-CHOP2 coupled fluorogenic reporter, 485/531; Ubiquitin carboxyl-terminal hydrolase 2 (Homo sapiens), O75604; hit rate 0.01% among 330,000;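 note: potency is the fitted concentration of half-maximal effect; plate controls were DMSO wells for no effect and full inhibition by NEM control for full effect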
# Target sequence (O75604 whole entry, looked up): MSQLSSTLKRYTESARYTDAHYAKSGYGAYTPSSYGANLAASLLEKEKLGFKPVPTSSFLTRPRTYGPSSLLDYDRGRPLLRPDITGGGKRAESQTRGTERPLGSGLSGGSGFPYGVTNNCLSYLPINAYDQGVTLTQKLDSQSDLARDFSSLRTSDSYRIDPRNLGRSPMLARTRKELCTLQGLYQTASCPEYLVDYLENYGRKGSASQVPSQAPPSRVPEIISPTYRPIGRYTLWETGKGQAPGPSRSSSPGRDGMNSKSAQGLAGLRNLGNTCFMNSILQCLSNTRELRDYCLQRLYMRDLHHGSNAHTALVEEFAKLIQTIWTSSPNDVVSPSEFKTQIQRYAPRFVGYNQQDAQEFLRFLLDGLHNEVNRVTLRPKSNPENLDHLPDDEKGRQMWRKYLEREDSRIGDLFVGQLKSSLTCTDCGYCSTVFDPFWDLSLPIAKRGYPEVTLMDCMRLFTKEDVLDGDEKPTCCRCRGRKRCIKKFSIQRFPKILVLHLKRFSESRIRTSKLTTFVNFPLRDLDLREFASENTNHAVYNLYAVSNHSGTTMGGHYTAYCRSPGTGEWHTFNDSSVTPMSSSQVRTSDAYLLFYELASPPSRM
#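 Deubiquitinase activity read as fluorescence (485/531 nm) after Ub-CHOP2 cleavage activates the enterokinase reporter on its substrate; USP2 core 10nM, Ub-CHOP2 and substrate 25nM each, 30min compound preincubation then 60min RT; data normalized to NEM, curves fitted.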
# Mito fusion yeast – qHTS Assay for Small Molecule Inhibitors of Mitochondrial Division or Activators of Mitochondrial Fusion; S. cerevisiae fusion-defective mutant growth rescue, CellTiterGlo 48 h; Potency, µM (highest dose often 46.1 µM), for the others: at the top dose growth rescue (activation), hits mostly activators; hit rate 0.23% among 320,000; AID 485298, 2010;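 note: potency is the fitted concentration of half-maximal effect; % of control where 0% means no effect; nearly all actives have a fitted effect of over 45% in size; temperature-sensitive fusion mutants such as fzo1-1 at 37 °C on non-fermentable ethanol glycerol medium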
#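 Growth-rescue viability read-out: after 48 h at the non-permissive 37C in glycerol/ethanol YPEG, yeast mitochondrial fusion mutants are measured by CellTiterGlo luminescence; compounds (23 nl pinned per well) restoring growth score as division inhibitors or fusion activators.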
# PKM2 activator – qHTS Assay for Activators of Human Muscle isoform 2 Pyruvate Kinase. hit rate 0.34% among 260,000. Pyruvate kinase PKM (Homo sapiens), P14618. purified PKM2, Kinase-Glo ATP luminescence, activation; response scale: 0% is enzyme alone, no compound. Potency, µM (highest dose often 57.5 µM), for inactives: at the highest dose activation, most hits filed as activators; note: potency is the fitted concentration of half-maximal effect; % is set by controls: 0 for no effect and ±100 for the full control effect; nearly all actives have a fitted effect of over 55% in size
#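 Purified hPK-M2 (>95%) run at intermediate activity with 0.1 mM ADP and 0.5 mM PEP in 50 mM imidazole pH 7.2, KCl, MgCl2; 1 h room temperature. ATP formed read by Kinase-Glo luminescence; normalized to uninhibited and no-enzyme controls.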
# The depositor's hits bear a star; ? = inconclusive; / = not tested or not shown; [ ] = dose if it differs, or a comment. Unless noted, calls come from the whole dose curve; as a rule, active = well fitted curve in the direction sought with a large enough effect; inconclusive = small, poorly fitted or top-dose-only effect, or another doubt; inactive = no such curve, though single readings can be large; an effect the other way counts as inactive or inconclusive.
mol	MBNL1-CUG inh	USP2a inh	TSHR antagonist	S-ASM inh	Eya2 phos inh	Menin MLL FP TR	hERG WT inh	PKM2 activator	GALK inhibitor	Mito fusion yeast	Chronic BCR inh
COc1ccc2c(c1)c(=O)c(C(=O)c1ccccc1)cn2Cc1ccc(C)cc1	20%	1%	-2	-10%	-4%	23%	-24	0%	/	?	?
COc1ccc(CCn2c(N)c(S(=O)(=O)c3cccs3)c3nc4ccccc4nc32)cc1OC	?	4%	9	437%[activator]	16%	19%	6	1%	7%	13%	?
O=C(Nc1ccc(-c2csc(Nc3cccc(C(F)(F)F)c3)n2)cc1)c1cc([N+](=O)[O-])cc(C(F)(F)F)c1	1%	0%	-1	-3%	9%	/	-2	-1%	4%	-6%	8%
N#C/C(=C\c1cn(Cc2ccccc2)c2ccccc12)C(=O)NCc1ccco1	-10%	1%	-12	9%	-22%	-2%	-4	?	1%	-4%	?
CCOc1ccccc1C(=O)NCC(=O)NCc1ccc(S(=O)(=O)N2CCOCC2)cc1	/	1%	-4	4%	12%	/	9	/	/	-5%	-2%
CCN(CC)S(=O)(=O)c1ccc(N2CCCC2)c(NC(=O)C2=COCCO2)c1	/	0%	10	1%	3%	/	-4	/	/	-4%	7%
O=C(Nc1cccc(Cl)c1N1CCCC1)c1ccc([N+](=O)[O-])o1	8%	15%	-7	-3%	-12%	5%	-4	-22%	0%	10%	1%
CCOCCCNC(=O)C1CCN(C(=O)Nc2ccc(C)cc2)CC1	3%	2%	4	3%	2%	-4%	-10	-6%	-1%	-2%	1%
O=C(CN1C(=O)c2ccccc2C1=O)Nc1ccc(N2CCOCC2)cc1	7%	3%	-2	-2%	-12%	-7%	1	-6%	3%	-1%	0%
c1nc(N2CCN(Cc3ccc4c(c3)OCO4)CC2)c2[nH]cnc2n1	-3%	1%	4	6%	-4%	1%	0	4%	0%	-2%	0%
CC(C)N(C(=O)C(F)(F)F)C(C(=O)NC1CCCCC1)c1ccncc1 (stereo not drawn)	?	3%	-2	0%	-5%	-2%	-2	-2%	1%	0%	0%
CCCCN(C(=O)c1ccc(S(=O)(=O)N2CCCC2)cc1)C1CCS(=O)(=O)C1 (stereo not drawn)	/	-1%	6	1%	-4%	/	-11	/	/	0%	-24%
CC(OC(=O)c1cc[n+]([O-])cc1)C(=O)Nc1ccc(C(N)=O)cc1 (stereo not drawn)	/	-3%	-26	-2%	-14%	/	-2	/	/	0%	3%
Cc1ccc(C(=O)NCC(c2ccco2)N2CCOCC2)cc1 (stereo not drawn)	/	-3%	-3	0%	-6%	/	3	/	/	4%	15%
Cc1ccc(-c2nnc3n2N=C(c2ccccc2)CS3)cc1	6%	3%	-5	0%	1%	-26%	-6	-4%	-3%	7%	?
Cc1c(C(=O)N(Cc2ccccc2)C(C)C)oc2ccc(S(=O)(=O)N3CCOCC3)cc12	-3%	2%	-14	-3%	-1%	-19%	7	/	1%	?	?
Cc1nnc(NC(=O)CSc2ncn(-c3ccccc3)n2)s1	-4%	1%	4	0%	3%	?	-3	17%	-3%	-6%	12%
Cc1nc(N=Nc2ccc(C(=O)O)cc2)c(COP(=O)(O)O)c(C=O)c1O	?	/	-10	/	5%	7%	/	/	/	21%	/
Cc1ccc(S(=O)(=O)n2c3ccc(F)cc3c3nc(C)sc32)cc1	/	-2%	-5	/	6%	22%	/	-3%	-2%	13%	-8%
O=[N+]([O-])c1ccc(O)c(/C=N/Nc2ncnc3c2cnn3-c2ccccc2)c1	-9%	4%	-6	-9%	7%	?	-1	/	-5%	12%	?
CCOc1cc(Cl)c(S(=O)(=O)NCc2ccccn2)cc1Cl	-2%	0%	-7	1%	-29%	/	-1	-1%	-5%	7%	-3%
O=C(O)CCc1nn2cc(-c3ccccc3)nc2[nH]c1=O	12%	-1%	-7	197%[activator]	-13%	-17%	10	-31%	-5%	-1%	-1%
CN1CCN(C(=O)c2ccc3ccccc3c2)CC1	8%	-3%	2	4%	-9%	0%	8	-3%	-1%	0%	-5%
CCn1cc(/C=C(\NC(=O)c2ccc(OC)cc2)C(=O)N2CCOCC2)c2ccccc21	-2%	5%	7	-2%	8%	/	-6	/	4%	-10%	2%
CC1=C(C(=O)N2CCN(c3cc(C)ccc3C)CC2)C2(CCCCC2)OC1=O	16%	0%	-2	2%	7%	2%	-4	5%	/	1%	0%
CCNc1cc(N2CCOCC2)nc(SC)n1	-4%	-1%	20	3%	8%	-24%	3	-6%	3%	-1%	?
COc1ccc(N(CC(=O)Nc2ccccc2C(N)=O)S(=O)(=O)c2ccc(C)c([N+](=O)[O-])c2)cc1	17%	1%	-1	-3%	-5%	?	/	5%	-3%	-3%	0%
CCOC(=O)CSc1nnc(COc2cccc(C)c2)o1	-9%	1%	2	2%	-4%	-10%	-3	0%	16%	11%	-26%
CCOC(=O)N1N=C(c2ccccc2)CC1(O)C(F)(F)F (stereo not drawn)	1%	1%	3	-2%	12%	13%	5	1%	0%	3%	?
CCCN1C(=O)/C(=C/c2cc(C)n(C)c2C)SC1=Nc1ccc(OC)cc1	12%	-7%	0	?	-8%	8%	-1	-1%	2%	3%	5%
CN(C(=O)CS(=O)(=O)c1cccc(Cl)c1)c1ccccc1	-7%	0%	-3	4%	-4%	9%	6	-3%	8%	-2%	3%
CN(C)c1ccc(C=NCCC2(O)CCOC(C)(C)C2)cc1 (stereo not drawn)	12%	4%	20	2%	-22%	-14%	-2	3%	-3%	7%	-5%
Cc1cc(N2CCN(C)CC2)nc2ccc(NC(=S)N3CCN(c4cccc(Cl)c4)CC3)cc12	129%[activator]	-1%	1	111%[activator]	-2%	-5%	-2	-3%	-1%	-3%	?
Cn1c(=O)c2c(nc(NCc3ccccc3)n2CCCc2ccccc2)n(C)c1=O	-5%	-1%	7	?	-26%	-7%	8	8%	-2%	17%	22%

# Rewritten with two lines to a compound: entries from further up
# Second line of a record: MBNL1-CUG inh, USP2a inh, TSHR antagonist, S-ASM inh, Eya2 phos inh, Menin MLL FP TR, hERG WT inh, PKM2 activator, GALK inhibitor, Mito fusion yeast, Chronic BCR inh
O=C(CN1C(=O)c2ccccc2C1=O)Nc1ccc(N2CCOCC2)cc1
 : 7%, 3%, -2, -2%, -12%, -7%, 1, -6%, 3%, -1%, 0%
c1nc(N2CCN(Cc3ccc4c(c3)OCO4)CC2)c2[nH]cnc2n1
 : -3%, 1%, 4, 6%, -4%, 1%, 0, 4%, 0%, -2%, 0%

# Some of the compounds tested (hit frequency here may not be typical).
